# Bioassay records (PubChem)
# DTT redox prof – compounds producing H2O2 with reducing agent – biochemical, NIH compound library profiling, artefact control for MLSCN library redox annotation, primary screen; DTT-dependent redox cycling H2O2, phenol red/HRP absorbance; 100% = 100 µM peroxide control, 0% = buffer; activation, % at 10 µM; 0.03% of 200,000 active; AID 878;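 active = activation of at least 50% relative to the plate's high and low controls in the primary single-dose screen; inactive = activation below 50%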;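 also: compound incubated with DTT at 0.8 mM final as the reducing agent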
# PMI act satM6P – PMI (human) activation, high substrate | activation factor at 20 µM | 0.34% of 190,000 active | coupled PMI enzyme assay, resazurin fluorescence, 20 min; active compounds read high; 1 = untreated enzyme, 0 = substrate-free blank | AID 1216 | P34949;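 active = activation factor of 2 or more at 20 µM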
#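 Material: human phosphomannose isomerase with PGI, G6PDH, diaphorase coupling enzymes / Reagent: Man-6-P substrate 1.0 mM / Dosing: single compound dose of 20 µM, 1% DMSO final / Incubation: enzyme reaction with compound 20 min at room temperature / Signal: resorufin fluorescence (Ex 544/Em 590 nm) from resazurin via diaphorase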
# TNAP inh hiacc – TNAP (human) inhibition, high acceptor; P05186; purified TNAP, CDP-star luminescence, 1 M DEA; 0.03% of 200,000 active; inhibition, % at 20 µM;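 active = over 50% inhibition of tissue-nonspecific alkaline phosphatase at 20 µM in the single-dose screen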;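 also: plate controls were DMSO wells for no effect and EDTA-quenched wells as full inhibition for full effect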
# Target sequence (P05186 whole entry, looked up): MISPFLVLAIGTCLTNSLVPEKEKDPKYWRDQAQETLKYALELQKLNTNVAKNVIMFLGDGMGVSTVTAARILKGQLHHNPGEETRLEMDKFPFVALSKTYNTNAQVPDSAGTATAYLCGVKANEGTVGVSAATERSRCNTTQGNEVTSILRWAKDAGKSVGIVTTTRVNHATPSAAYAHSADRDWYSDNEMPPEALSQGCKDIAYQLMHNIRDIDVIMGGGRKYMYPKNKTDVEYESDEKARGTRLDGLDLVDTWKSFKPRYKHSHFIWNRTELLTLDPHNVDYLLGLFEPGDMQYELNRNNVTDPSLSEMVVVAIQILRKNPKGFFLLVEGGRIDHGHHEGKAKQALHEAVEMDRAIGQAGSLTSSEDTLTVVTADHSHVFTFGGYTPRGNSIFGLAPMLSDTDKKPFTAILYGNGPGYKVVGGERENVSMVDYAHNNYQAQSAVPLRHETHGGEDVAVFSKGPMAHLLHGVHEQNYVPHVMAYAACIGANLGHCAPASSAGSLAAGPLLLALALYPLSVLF
# RAM inhibit – blocks the yeast RAM network; S. cerevisiae dse1pr::URA3 reporter, 5-FOA growth OD615, 2 d; analog-sensitive cbk1-as2 kinase mutant strain; inhibition, % at 50 µM; 1.8% of 190,000 active; AID 868;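 active = inhibition above a set limit, 3 SD over mean compound inhibition, cut at about 8.4% in these data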;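 also: 0% = DMSO-only wells with no growth and 100% = 10 µM 1-NA-PP1 full growth; inhibition rescues growth on 5-FOA so higher OD means more RAM inhibition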
# S1P3 antagonist – S1P3 (human) receptor antagonism. inhibition, % at 4.98 µM. 0.27% of 170,000 active. CHO S1P3 NFAT-BLA reporter, FRET fluorescence, antagonist mode. Q99500;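 active = inhibition above the plate cutoff, the mean inhibition of test wells on that plate plus 3 SD, cut at about 28% in these data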;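 also: cells challenged with S1P at its EC80 of 0.8 µM; blue over green emission ratio from cleaved BLA substrate after 4 h stimulation; 0% = S1P-stimulated wells and 100% = unstimulated DMSO-only wells; some compounds past the cut are filed as inactive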
# Target sequence (Q99500 whole entry, looked up): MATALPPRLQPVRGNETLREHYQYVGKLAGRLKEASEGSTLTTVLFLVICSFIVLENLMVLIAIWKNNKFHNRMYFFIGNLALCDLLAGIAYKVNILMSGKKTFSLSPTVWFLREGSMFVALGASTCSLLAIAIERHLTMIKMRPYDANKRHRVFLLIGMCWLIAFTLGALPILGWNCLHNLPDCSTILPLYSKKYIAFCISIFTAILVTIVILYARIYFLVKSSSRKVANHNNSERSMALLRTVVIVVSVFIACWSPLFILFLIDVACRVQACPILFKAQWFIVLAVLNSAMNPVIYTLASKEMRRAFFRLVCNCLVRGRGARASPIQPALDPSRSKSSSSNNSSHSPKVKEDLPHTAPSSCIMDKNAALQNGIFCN
# Hsp70 activator – switches on Hsp70 transcription. HeLa Hsp70 promoter luciferase reporter, luminescence; scaled: vehicle 0, proteasome-inhibitor control 100%. activation, % at 10 µM. 0.04% of 200,000 active. AID 1203;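 active = activation above the mean across all tested compounds plus 3 SD, cutoff set per campaign, cut at about 5.5% in these data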;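 also: 100% = MG132 at 30 µM as the positive control and 0% = DMSO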
# HMGR II inh – blocks class II HMG-CoA reductase of Enterococcus faecalis. inhibition, % at 10 µM. purified E. faecalis HMGR, NADPH absorbance 340 nm kinetic. 0.41% of 190,000 active. AID 1066;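 active = inhibition above a set limit, the median over all tested compounds plus 3 SD, cut at about 9.5% in these data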;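 also: enzyme runs in reverse so mevalonate oxidation gives rising NADPH absorbance; 0% = complete reaction with DMSO and 100% = background rate lacking mevalonate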
# Lmaj promast – Leishmania major promastigote growth inhibition; Leishmania major promastigotes, resazurin fluorescence viability; inhibition, % at 10 µM; 9% of 200,000 active; AID 1063; in the data active = inhibition above about 50%;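 also: promastigotes grown with compound for 44 hours at 28 °C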
# PMI activator – activators of human phosphomannose isomerase; purified human PMI, coupled resazurin fluorescence, 20 min; active compounds read high; 1 = vehicle control, 0 substrate-free wells; 0.005% of 190,000 active; P34949; activation factor at 20 µM; AID 1214;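 active = activation factor of 2 or more at 20 µM, relative to plate controls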
# TNAP inh noacc – blocks human TNAP activity with no phosphate acceptor present | P05186 | purified TNAP, CDP-star luminescence, 30 min | inhibition, % at 20 µM | 0.26% of 200,000 active;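 active = tissue-nonspecific alkaline phosphatase inhibition above about 50% at 20 µM in the single-dose screen, limit read from the data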;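 also: 0% = DMSO negative control and 100% = EDTA positive control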
# The depositor's hits bear a star; / = no result given.
SMILES,DTT redox prof,PMI act satM6P,TNAP inh hiacc,RAM inhibit,S1P3 antagonist,Hsp70 activator,HMGR II inh,Lmaj promast,PMI activator,TNAP inh noacc
CCn1c(SCC(=O)NCC2CCCO2)nc2cc(S(=O)(=O)N3CCCCC3)ccc21 (stereo unspecified),-1.4,1.1,-5,0.8,-48,-0.3,0,3,1,-13
CCCCC(=O)Nc1ncc(Br)s1,1.0,1,-2,0.0,19,-0.2,0,2,1,-8
COc1ccccc1NC(=S)NC(=O)CC(C)C,-3.5,1.1,0,-1.6,/,0.0,-4,-2,1,-6
NC(=O)c1ccsc1NC(=O)c1nc(-c2ccccc2)n(-c2ccccc2)n1,-0.3,0.9,-2,7.2,17,-0.3,-10,8,0.9,-8
O=C(NCCN1CCc2ccccc2C1)Nc1ccc([N+](=O)[O-])cc1,-2.5,1.1,-1,0.8,0,-0.2,-5,10,1.2,-2
O=S(=O)(c1ccc(F)cc1)N1CCN(c2ccccn2)CC1,-1.0,0.8,0,-0.5,-10,0.1,-5,-5,1.2,-18
Cn1cccc1C(C#N)(CC#N)c1cccc(F)c1C#N (stereo unspecified),0.6,1.1,-1,0.1,-19,0.0,-9,2,1.1,-2
C=CCOc1nc(N2CCCC2)nc(N2CCCC2)n1,1.9,0.8,-3,3.5,-38,-0.4,3,96*,0.8,-10
CCn1cc(S(=O)(=O)Nc2cc(F)ccc2C)cn1,-1.5,0.9,0,0.4,-32,-0.1,1,-1,0.9,5
Cc1ccc(C(=O)Nc2nc3ccc(S(C)(=O)=O)cc3s2)s1,2.7,1.1,-4,3.2,24,-0.4,-11,4,1,-14
Cc1cc(NC(=O)NC2(C(F)(F)F)Oc3ccc(Cl)cc3O2)no1 (stereo unspecified),0.9,0.9,5,2.6,/,-0.4,5,30,0.5,23
COCCNC(=O)c1ccccc1NC(=O)C1COc2ccccc2O1 (stereo unspecified),-0.7,0.9,-5,-0.3,/,-0.2,5,-7,1,-10
CCOc1ccc(N2C(=O)/C(=C/c3cccs3)N(CC(=O)OC)C2=S)cc1,-4.0,0.9,1,1.9,/,0.1,-1,1,0.9,-2
Nc1cc(=O)[nH]c(SCC(=O)Nc2ccc(F)c(Cl)c2)n1,0.1,1,-1,-0.5,/,-0.3,1,-6,1,2
O=S(=O)(c1ccc(N2CCCCCC2)nc1)N1CCCC1,0.1,1,-2,0.0,-5,-0.4,-2,-3,1,-2
Cc1ccccc1N(Cc1ccccc1F)S(C)(=O)=O,0.4,1,-4,0.0,/,0.9,0,4,1,-4
CN(C)c1ccc(/C=[N+](\[O-])C(C)(C)/C=N/O)cc1,-0.2,0.9,-4,0.0,9,-0.1,-2,0,1,-10
O=C(CNC(=O)c1ccccc1)N/N=C/c1cn[nH]c1-c1ccccc1,-0.8,0.9,1,0.4,-22,-0.3,2,-1,0.8,22
COc1cc(C(F)(F)F)nc(-c2ccccn2)n1,-2.1,1,0,0.5,8,0.0,-3,-2,1,-6
OCCN(Cc1ccccc1)Cc1ccccc1O,-1.5,1,-2,0.6,-2,0.0,-2,0,1,-13
CN1CCN(NC(=S)NC2CCCCC2)CC1,-0.4,1.1,-6,1.3,5,0.0,-3,-1,1.1,-4
COc1cc(C(=O)O)c2ccccc2n1,0.1,1,-3,1.4,5,-0.1,1,-7,1,-7
COc1ccc(N(CC(=O)N/N=C/c2cccc3c2OCCO3)S(=O)(=O)c2ccc(NC(C)=O)cc2)cc1,-12,1,1,0.1,/,0.1,-5,1,1,-4
O=C(CCCCCN1C(=O)c2cccc3cccc(c23)C1=O)N1CCOCC1,-0.4,1.1,-4,0.0,-17,-0.5,-7,11,1,8
COc1cccc(-c2nnc(SCC(N)=O)n2-c2ccc(Cl)cc2)c1,2.4,1,2,1.8,-12,-0.3,-5,8,1,-3
Cc1nc(CSc2nnc3scc(-c4ccc(Cl)cc4)n23)cs1,0.8,1,0,0.8,/,0.1,-3,5,0.9,-6
COc1cccc(-c2cc(C(=O)Nc3ccc4c(c3)OCCO4)c3ccccc3n2)c1,-3.4,0.8,-4,3.6,/,0.2,3,-2,0.8,-5
COc1ccccc1/C=C/C(C)=O,0.2,1.1,-4,1.5,-24,0.1,2,6,1,-4
CCOC(=O)C1(CCCc2ccccc2)CCN(C(=O)CCn2cncn2)CC1,-0.1,0.9,-3,0.9,-3,0.0,0,-9,0.9,-6
COc1ccc(C2CC2/C(=N/OC(=O)c2cccs2)c2ccccc2)cc1 (stereo unspecified),0.0,1,-5,3.6,/,-0.2,0,1,1,-8
Cc1ccc(C(=O)CNc2nc3c(c(=O)[nH]c(=O)n3C)n2Cc2ccccc2)cc1,1.5,0.9,-7,1.9,-2,0.1,1,25,0.9,-7
C=C(C)COc1ccc(-c2[nH]ncc2Oc2cccc(OC)c2)c(O)c1,-0.2,1,-4,4.0,-19,-0.2,3,74*,1,-9
CCOC(=O)C1C(=O)NC(SCC(=O)Nc2nccs2)=C(C#N)C1c1ccccc1OCC (stereo unspecified),0.6,0.7,-3,1.4,8,1.3,-1,24,0.5,-9
CCOC(=O)C1CCN(CCC(=O)Nc2ccc(Cl)cc2)CC1,5.5,1,-1,2.1,/,-0.1,-9,91*,0.9,-4
CC1CCCN(c2cc(N(C)CCO)c([N+](=O)[O-])c3nonc23)C1 (stereo unspecified),-0.4,0.8,23,1.4,-11,0.1,0,-3,1,17
CO/N=C/C(NC(=O)c1ccc(C(F)(F)F)cc1)C(=O)OC (stereo unspecified),-1.9,1,-8,0.1,6,-0.1,-2,-2,1.1,-8
CC1CN(c2ccc(C(=O)c3ccccc3C(=O)O)cc2[N+](=O)[O-])CC(C)O1 (stereo unspecified),-0.8,1,1,0.2,-8,-0.1,-2,-7,0.9,-1
O=C(COc1ccccc1)NC(=S)Nc1ccc2c3c(cccc13)CC2,0.2,0.9,-4,2.0,/,-0.5,-1,-4,1,9
N#Cc1cc2c(nc1SCC(=O)N1CCCCC1)CCCC2,1.9,1,-3,0.3,-2,0.0,1,6,1,-11
C=CCOc1ccc(C2C(C(=O)c3ccco3)=C(O)C(=O)N2CCCN(CC)CC)cc1 (stereo unspecified),-0.5,0.9,-3,0.4,-15,0.3,-2,-6,1.1,-2
CN(Cc1cn(C)nc1-c1ccccc1F)Cc1nccn1C,0.2,1,-6,0.7,-5,-0.1,-3,-4,1,-6
COc1ccc(C(C)(C)C)cc1NC(=O)CCCn1c(=O)oc2ccccc21,0.4,0.9,-5,4.3,14,-0.5,-6,3,0.8,-10
COc1ccc(CC(=O)Nc2ccc(C(C)=O)cc2)cc1,-1.6,/,-8,0.0,-21,-0.1,-7,-1,/,-11
Cn1c(-c2cccc(OCc3ccccc3)c2)nc2c1c(=O)[nH]c(=O)n2Cc1ccccc1,-1.6,1.1,-9,0.0,/,-0.2,0,-3,1,-5
CCn1c2ccccc2c2nc3cc(OC)c(OC)cc3nc21,2.2,0.6,0,9.3*,29,0.1,0,73*,0.7,-3
Cc1ccc(-c2nc(N3CCOCC3)sc2C(=O)N2CCOCC2)cc1,-0.2,1,-3,-0.1,2,-0.2,-1,-11,1,-8
CCOC(=O)c1ccc2[nH]c3ccccc3c2c1,-0.5,0.9,-4,4.2,13,0.5,-2,13,0.8,-12
Cc1ccc(NC(=O)c2ccc(OC(F)F)cc2)cc1S(=O)(=O)N(C)C,0.0,0.9,-2,6.1,-1,-0.3,2,5,0.9,-18

# One compound at a time, from the list above:
# `CCn1cc(S(=O)(=O)Nc2cc(F)ccc2C)cn1` across the screens: DTT redox prof: -1.5; PMI act satM6P: 0.9; TNAP inh hiacc: 0; RAM inhibit: 0.4; S1P3 antagonist: -32; Hsp70 activator: -0.1; HMGR II inh: 1; Lmaj promast: -1; PMI activator: 0.9; TNAP inh noacc: 5
# `C=CCOc1nc(N2CCCC2)nc(N2CCCC2)n1` across the screens: DTT redox prof: 1.9; PMI act satM6P: 0.8; TNAP inh hiacc: -3; RAM inhibit: 3.5; S1P3 antagonist: -38; Hsp70 activator: -0.4; HMGR II inh: 3; Lmaj promast: 96*; PMI activator: 0.8; TNAP inh noacc: -10

# (more compounds)
SMILES,DTT redox prof,PMI act satM6P,TNAP inh hiacc,RAM inhibit,S1P3 antagonist,Hsp70 activator,HMGR II inh,Lmaj promast,PMI activator,TNAP inh noacc
NS(=O)(=O)c1ccc(CNC(=O)Cc2c(F)cccc2Cl)cc1,-0.5,1.1,0,0.6,-12,-0.2,-3,-1,1.1,-5
Cc1cc(C)n(C(=O)CSc2ccc(Cl)cc2)n1,2.5,1.1,0,0.0,/,-0.1,-3,-7,1,-12
CC(C)OC(=O)n1c(=S)oc2ccccc21,0.8,1,-3,-2.1,/,-0.1,0,0,0.9,-3
Cc1ccc2c(c1)NC(=O)C(CC(=O)NCCCN1CCN(c3cc(C)ccc3C)CC1)O2 (stereo unspecified),-0.7,0.9,-6,2.2,0,-0.1,-4,22,0.9,-4
COc1ccccc1OCC(=O)N(Cc1nc(-c2ccccc2)no1)C1CCCCC1,1.7,0.8,-7,13*,-30,-0.1,0,10,0.8,-8
O=C(Nc1cccc([N+](=O)[O-])c1)C1CC(=O)N(C2CCCCC2)C1 (stereo unspecified),-0.5,1,-2,3.8,3,0.0,-10,-5,1,-5
Nc1nnc(CCCCCc2nnc(N)s2)s1,-3.2,0.9,-3,2.9,-19,-0.3,-9,-1,0.9,-14
O=C(O)C1C2CCC(C2)C1C(=O)NCCCn1ccnc1 (stereo unspecified),/,0.9,-3,1.5,-32,/,0,/,0.9,-2
O=C(Oc1oc(-c2ccco2)nc1C=Nc1ccc(Cl)cc1)c1ccco1,2.7,1,-2,0.7,/,-0.1,-4,14,1,-7
COC(=O)CC/C(O)=C1\C(=O)CC(C)(C)CC1=Nc1ccccc1OC,0.4,1,-5,2.6,/,-0.1,-1,-4,1,-13
N#C/C(=C(/O)Cc1cccc2ccccc12)c1nc2ccccc2s1,-1.4,1.1,-9,2.9,/,-0.3,0,-9,1,-6
COc1ccc(-c2ccc(-c3noc(-c4ccco4)n3)c(OC)n2)cc1,0.3,1.1,1,3.7,-6,-0.2,-5,16,1.1,-4
CCCCCCc1cc2cc(C(=O)Nc3ccc(OC)cc3)c(=O)oc2cc1O,-0.3,1,5,1.9,2,-0.1,-7,19,0.9,-1
CCCCC(c1nnnn1CC1CCCO1)N1CCN(c2cc(Cl)ccc2C)CC1 (stereo unspecified),-0.1,0.7,-11,1.7,14,0.2,-3,44,0.9,-6
CCn1c(COc2cc(C)cc(C)c2)nnc1SCC(=O)N1CCN(c2ccccc2)CC1,-4.6,0.9,-8,4.1,/,0.3,-2,-6,0.9,-9
C=CCNC(=O)CN1C(=O)C2C3c4ccccc4C(c4ccccc43)C2C1=O (stereo unspecified),-1.9,1.1,-4,1.4,-11,-0.1,0,12,1.2,-16
COCCSc1nnc(NC(=O)c2ccc(NC(=O)C(C)C)cc2)s1,-0.9,1,-2,2.5,-6,-0.1,-9,11,1,-3
O=C(Cn1c2ccccc2c(=O)c2ccccc21)N/N=C/c1cc([N+](=O)[O-])ccc1N1CCCCC1,0.5,1.1,6,6.3,-11,0.2,0,0,1,4
